Source: PubChem
TEAD-YAP block = TEAD-YAP interaction inhibition, primary screen, TEAD-YAP interaction inhibitor project, luminescence, HEK-TIYL cells | TEAD-Gal4/YAP UAS-luciferase luminescence | inhibition, % at 9.12 µM | 640,000 compounds, 1.4% hits | AID 1259422, 2018; in the data active = inhibition above about 32%;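 also: 0% = median of test compound wells and 100% = reference inhibitor wells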
FBW7 act = FBW7 E3 ligase activators, primary screen, biochemical, AlphaScreen, human; AlphaScreen FBW7–phospho-cyclin E peptide binding, activator screen; F-box/WD repeat-containing protein 7 (Homo sapiens), Q969H0; AID 1259310, 2017; 650,000 compounds, 0.13% hits; normalized activity (activation), % at 26.1 µM; in the data active = normalized activity above about 1.9%;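 also: purified mutant Fbw7 with reduced substrate affinity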
Target sequence (Q969H0 whole entry, looked up): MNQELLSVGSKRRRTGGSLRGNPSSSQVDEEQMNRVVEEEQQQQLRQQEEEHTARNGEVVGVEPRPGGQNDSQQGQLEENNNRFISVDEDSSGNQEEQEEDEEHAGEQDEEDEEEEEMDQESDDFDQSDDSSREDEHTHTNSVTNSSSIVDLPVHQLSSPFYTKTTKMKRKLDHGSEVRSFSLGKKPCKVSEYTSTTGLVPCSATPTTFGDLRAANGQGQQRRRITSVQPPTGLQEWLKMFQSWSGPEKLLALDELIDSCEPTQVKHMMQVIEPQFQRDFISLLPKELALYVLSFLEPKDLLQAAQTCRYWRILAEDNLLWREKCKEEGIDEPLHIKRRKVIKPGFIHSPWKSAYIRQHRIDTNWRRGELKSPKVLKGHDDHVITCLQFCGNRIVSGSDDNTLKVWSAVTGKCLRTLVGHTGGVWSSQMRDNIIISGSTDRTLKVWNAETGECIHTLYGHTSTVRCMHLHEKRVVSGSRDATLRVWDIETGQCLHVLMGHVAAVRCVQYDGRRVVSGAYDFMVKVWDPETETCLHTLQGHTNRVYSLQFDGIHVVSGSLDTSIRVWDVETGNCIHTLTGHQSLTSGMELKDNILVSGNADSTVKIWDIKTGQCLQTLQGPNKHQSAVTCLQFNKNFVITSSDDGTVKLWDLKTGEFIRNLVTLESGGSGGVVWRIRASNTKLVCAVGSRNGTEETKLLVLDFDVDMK
GPR151 ag = activators of human GPR151, primary screen, cell-based, PathHunter beta-arrestin, luminescence. G-protein coupled receptor 151 (Homo sapiens), Q8TDV0. PathHunter beta-arrestin GPR151 cells. activation, % at 11.2 µM. 650,000 compounds, 1% hits; in the data active = activation above about 4.9%;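 also: 0% = median of compound wells and 100% = cells with positive control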
MITF inh = MITF inhibitors, primary screen, biochemical, AlphaScreen, human | AlphaScreen MITF homodimerization, bead proximity signal | inhibition, % at 2.6 µM | AID 1259374, 2018 | 650,000 compounds, 0.91% hits | Microphthalmia-associated transcription factor (Homo sapiens), O75030; in the data active = inhibition above about 50%;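 also: 0% = vehicle wells with protein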
* = called active by the depositor; nt = not tested or not shown.

SMILES	TEAD-YAP block	FBW7 act	GPR151 ag	MITF inh
CC(=O)c1cccc(NC(=O)NCCCNc2nc3c(C)cc(C)cc3cc2C#N)c1	-6	0.0	1.5	7
NC(=O)c1ccccc1NC(=O)c1ncoc1-c1cccc(Cl)c1	-70	0.1	-1.1	26
CCn1c2ccccc2c2nnc(SCC(=O)N3c4ccccc4Sc4ccccc43)nc21	7	0.9	1.2	4
O=C1CCC(=O)N1N1C(=O)c2ccccc2C1=O	14	0.2	-1.6	-7
COc1ccc(OC)c(C(=O)COC(=O)c2ccc([N+](=O)[O-])o2)c1	-3	0.0	-0.5	-11
CCOc1ccc(NS(=O)(=O)c2ccc(NC(=O)Cc3ccc(OC)cc3)cc2)cc1	27	0.1	2.3	9
O=C(Nc1cccnc1)c1cc(-c2ccc(Cl)cc2)on1	-33	0.0	-0.4	7
O=C1C2C3C=CC(C3)C2C(=O)N1CCC(=O)N(C1CCCCC1)C1CCCCC1 (centres undefined)	-1	-0.1	0.5	-2
CC1=C(C(=O)OC(C)(C)C)C(c2ccccc2F)C(C#N)=C(N)O1 (centres undefined)	5	0.0	-0.1	-1
CCc1ccccc1NC(=O)c1cc(S(=O)(=O)N(CC)Cc2ccccc2)ccc1F	10	0.4	-0.9	-13
CCCCC(=O)Nc1ccc2oc(-c3ccc(Br)c(C)c3)nc2c1	-47	-0.1	-1.7	5
CCN(CC)S(=O)(=O)c1ccc(-c2cn3ccccc3n2)cc1	-55	0.1	-2.2	9
COC(=O)Nc1sc(C)c(C)c1C(N)=O	2	0.1	0.5	3
COc1ccc(C(=O)Cn2c(=N)n(Cc3ccc(C)cc3)c3ccccc32)cc1	-3	0.3	-0.7	-16
COc1c(O)ccc(/C=N/NC(=O)COc2c(C)cccc2C)c1[N+](=O)[O-]	21	0.1	-0.6	4
CC(=O)N/C(=C/c1ccc2c(c1)OCO2)C(=O)NCCC(=O)O	3	0.0	0.1	12
C#CCn1cc(/C=C2\NC(=O)NC2=O)c2ccccc21	-4	0.0	2.6	-6
CCn1c(CCNC(=O)c2cccs2)nnc1SCC(=O)NCCc1ccccc1	13	-0.1	1.2	-2
O=C(Nc1cccc2cnccc12)c1ccc(OCC(O)c2ccc(Br)cc2)cc1 (centres undefined)	3	0.1	-0.5	49
CC(C)(C)NCCOc1ccc(Br)cc1Cl	-3	-0.2	0.3	6
CCN(CC)CCNC(=O)c1cccc2c1SCCC2=O	-1	-0.2	1.4	-6
CCCN1CCC(N(C)Cc2cccc3ccccc23)CC1	2	-0.2	1.2	-5
CC(C)[C@H](NC(=O)c1ccccc1F)C(=O)OCC(=O)NC(=O)NC1CCCCC1	2	-0.1	0.3	2
Cc1c([N+](=O)[O-])c([N+](=O)[O-])nn1CC(=O)N1CCCCC1	7	-0.1	-0.8	11
COc1cccc(C2=NC(c3ccc(F)cc3)NC(c3ccccc3O)C2)c1 (centres undefined)	-69	0.2	0.3	16
O=c1/c(=C\c2cccc([N+](=O)[O-])c2)sc2nc3ccccc3n12	11	0.0	0.7	9
CCCCCn1c(=O)[nH]c2cc(C(=O)NCCCN3CCCCC3CC)ccc2c1=O (centres undefined)	5	0.0	0.5	-21
CCOc1cccc(CN2CCN(Cc3ccc(C)o3)C(CCO)C2)c1O (centres undefined)	1	0.2	-1.0	4
COc1ccc(OC)c(NC(=O)c2ccccc2SC)c1	1	-0.1	2.0	1
CCC(C)NC(=O)c1ccc(CSCc2c(F)cccc2Cl)o1 (centres undefined)	-11	-0.2	0.4	6
CC1=CC(C)(C)C(C(=O)O)C(C(=O)O)C1 (centres undefined)	2	0.2	1.3	-12
COc1ccc(/C=N/NC(=O)CNc2cccc3ccccc23)c(O)c1	12	-0.1	-1.8	-31
C/C(=N\Nc1ccc(S(N)(=O)=O)cc1[N+](=O)[O-])c1cccc(Cl)c1	6	0.0	4.8	0
Cc1ccc(F)cc1NC(=O)c1cn(-c2ccc(Cl)cc2)c(=O)c2ccccc12	-2	0.7	-2.4	0
N#C/C(=C(/O)COC(=O)c1cc(=O)[nH]c2ccccc12)c1nc2ccccc2[nH]1	-1	-0.1	0.4	3
Cc1cccc(C)c1NC(=O)C(C)N(c1ccc(Cl)cc1)S(C)(=O)=O (centres undefined)	1	0.0	-1.4	12
Cc1cc(Br)ccc1OCC(=O)NCc1cccnc1	-15	0.0	0.9	4
CC(=O)c1ccc(NC(=O)CSc2ncnc3c2cnn3-c2ccc(F)cc2)cc1	2	-0.1	1.4	-15
CCCc1n[nH]c2c1/C(=N\O)CC(C)(C)C2	-1	0.1	1.1	10
Cc1ccc(NC(=O)c2ccc(Sc3ccccc3Cl)c([N+](=O)[O-])c2)cc1F	2	0.3	3.7	-3

An excerpt from above in order of length of the SMILES, rising:
SMILES	TEAD-YAP block	FBW7 act	GPR151 ag	MITF inh
CCN(CC)CCNC(=O)c1cccc2c1SCCC2=O	-1	-0.2	1.4	-6
CC1=CC(C)(C)C(C(=O)O)C(C(=O)O)C1 (centres undefined)	2	0.2	1.3	-12
COc1ccc(/C=N/NC(=O)CNc2cccc3ccccc23)c(O)c1	12	-0.1	-1.8	-31
Cc1cccc(C)c1NC(=O)C(C)N(c1ccc(Cl)cc1)S(C)(=O)=O (centres undefined)	1	0.0	-1.4	12
O=c1/c(=C\c2cccc([N+](=O)[O-])c2)sc2nc3ccccc3n12	11	0.0	0.7	9
Cc1ccc(F)cc1NC(=O)c1cn(-c2ccc(Cl)cc2)c(=O)c2ccccc12	-2	0.7	-2.4	0

Other records follow:
SMILES	TEAD-YAP block	FBW7 act	GPR151 ag	MITF inh
CN1CCN(c2ccc(-c3nc4ccc(C(=O)NC5CC5)cc4s3)cc2)CC1	2	0.3	-0.9	7
CC(C)C(Sc1nnc(-c2ccccc2)n1-c1ccccc1)C(=O)NC(N)=O (centres undefined)	-14	0.4	-1.6	12
CCN(CC)C(=O)C1CCCN(c2nc3ccc(C(N)=O)cc3s2)C1 (centres undefined)	-5	0.3	-0.1	-5
O=C(COC(=O)c1ccc2c(c1)C(=O)N(c1ccc([N+](=O)[O-])cc1)C2=O)c1ccccc1	-4	-0.1	0.5	-6
CCOCCCNC(=O)CCc1c(C)nc2c(c(C)nn2C(C)(C)C)c1C	-1	-0.3	2.5	1
CCOC(=O)CC(=O)CSc1nc2c(sc(=S)n2-c2ccccc2C)c(=O)n1-c1ccccc1OC	-3	-0.1	-1.4	-27
CC(=O)Nc1ccc(NC(=O)C2CCN(c3ccc(Nc4ccc(-n5ccnc5)cc4)nn3)CC2)cc1	-3	-0.1	-1.8	8
CSc1ccc(/C=C/c2nc3ccccc3c(=O)n2-c2ccc(Cl)c(C(=O)O)c2)cc1	0	-0.2	2.7	4
CC1=NN(c2ccc(C)cc2C)C(=O)C1	-1	-0.7	-2.2	10
COc1cc(CC2(CCC(=O)N3CCC(c4ccc(F)cc4)C3)CCC(=O)N2)ccc1F (centres undefined)	7	0.1	0.9	8
O=C(c1ccc2c(=O)n(CCc3ccccc3)c(SCc3cccc([N+](=O)[O-])c3)nc2c1)N1CCN(c2ccccc2)CC1	10	0.0	1.0	9
COc1ccccc1N1CCN(C(=O)CSc2nc3ccccc3c(=O)n2Cc2ccco2)CC1	5	0.1	-1.0	1
COc1cccc(C(=O)N2CCN(C(=O)CCC3CCCC3)CC2)c1	-3	-0.1	0.0	2
O=C(Nc1ccc2c(c1)oc1ccccc12)c1ccccc1O	-56	0.5	-0.2	2
CC(=O)NC1=NC(=O)/C(=C\c2ccc(-c3cc([N+](=O)[O-])ccc3C)o2)S1	9	0.0	2.3	1
COc1ccc2cc(C)c3n[nH]c(=O)n3c2c1	0	-0.1	0.2	6
O=C(COC(=O)c1ccc(Br)o1)Nc1nc2c(F)c(F)c(F)cc2s1	7	0.1	1.8	10
O=[N+]([O-])c1ccc(C2Nc3c(Cl)cc(Cl)cc3C3C=CCC32)cc1 (centres undefined)	-14	1.5	-0.8	23
Brc1csc(CNCc2ccccc2)c1	-3	0.0	0.6	34
COc1ccc(N2CC(NC(=O)c3ccccc3Cl)CC2=O)cc1 (centres undefined)	0	0.9	-1.5	12

3 consecutive entries out of the list so far, quoted:
SMILES	TEAD-YAP block	FBW7 act	GPR151 ag	MITF inh
O=C(COC(=O)c1ccc(Br)o1)Nc1nc2c(F)c(F)c(F)cc2s1	7	0.1	1.8	10
O=[N+]([O-])c1ccc(C2Nc3c(Cl)cc(Cl)cc3C3C=CCC32)cc1 (centres undefined)	-14	1.5	-0.8	23
Brc1csc(CNCc2ccccc2)c1	-3	0.0	0.6	34

The listing continues:
SMILES	TEAD-YAP block	FBW7 act	GPR151 ag	MITF inh
CCOC(=O)Cc1csc(NC(=O)Cc2ccc(Br)cc2)n1	10	0.0	0.9	12
Cc1onc(-c2c(Cl)cccc2Cl)c1C(=O)N1CCCCC1	2	0.0	-1.0	4
CC1(C)CC(=O)C=C(NCc2cccc(C(F)(F)F)c2)C1	5	-0.1	0.3	-43
CCc1cc2c3c(c(=O)oc2cc1OCC(=O)OC)CCCC3	-4	0.1	1.5	2
Cc1nnnn1CC(=O)Nc1cccc([N+](=O)[O-])c1	9	-0.1	0.4	-4
COc1ccc(-c2nsc3c(N4CCN(C)CC4)ncnc23)cc1	38*	0.0	0.1	-8
CCc1[nH]n2c(=O)cc(C)nc2c1-c1ccc(F)cc1	-1	-0.1	-0.3	-12
COc1ccc(CCNC(=O)CSc2nc3c(sc(=S)n3-c3cc(Cl)ccc3OC)c3nc4ccccc4n23)cc1OC	-29	-0.1	1.0	6
COc1ccc(CN2CCNC(=O)C2CC(=O)NCCOc2cccnc2)c(C)c1C (centres undefined)	-7	0.0	-0.4	6
CC1(C)/C(=C\Br)C2(C(=O)O)CCC1C2 (centres undefined)	-1	0.0	1.1	-7
O=C(Nc1ccc2oc(-c3cccnc3)nc2c1)c1cccc(OCc2ccccc2)c1	-2	-0.1	1.6	2
O=C(O)CCC/C=C\C[C@@H]1[C@@H](/C=C/[C@@H](O)C2Cc3ccccc3C2)[C@@H](F)C[C@@H]1O	nt	nt	5.0*	6
COc1ccc(OC)c(-n2c(N)c(C(=O)N3CCOCC3)sc2=S)c1	-6	-0.1	-2.4	19
O=C1CN(C(=O)c2ccc(F)cc2)C(c2ccccc2)c2cc(F)ccc2N1 (centres undefined)	-4	0.0	0.0	-1
O=C(OCc1cc(=O)oc2cc(O)ccc12)c1ccc(Br)o1	-6	0.0	1.2	1
CCN1CCN(C(=O)CN(CC)S(=O)(=O)c2ccc3ccccc3c2)CC1	4	-0.1	-2.2	-3
COC(=O)c1cn(C)c2ccc(S(=O)(=O)N3CCCC3)cc2c1=O	2	0.3	-1.7	5
CCCSc1nnc(NC(=O)c2ccccc2Br)s1	-8	0.0	-1.8	7
CCC(=O)Nc1c2c(nn1-c1ccc(OC)cc1)CSC2	-1	0.0	0.4	5
CC(C)OC(=O)c1ccc(-c2ccc(C=C(C#N)C#N)o2)cc1	-83	-0.3	0.8	-9
C/C(=N\Nc1cc(Cl)nc(C)n1)c1ccccc1	-2	-0.1	-1.2	-13
C=CCN1C(=O)C(CC(=O)O)SC1=Nc1ccc(C(C)=O)cc1 (centres undefined)	0	0.0	2.4	-7
COc1cccc(Nc2nc3ccccc3n3nnnc23)c1	-24	0.4	-0.4	-9
C/C(=C/c1ccccc1)C(=O)Nc1ccc(S(=O)(=O)N2CCOCC2)cc1	5	-0.1	1.6	4
CC1CCN(C(=O)Nc2ccccc2C(F)(F)F)CC1	-2	-0.1	1.5	-12
O=C(NCCOc1ccccc1)OC1C(=O)c2cc(Br)ccc2O[C@H]1c1ccc2c(c1)OCO2 (some centres undefined)	nt	0.0	-1.1	16
CCN(CC)S(=O)(=O)c1cccc(C(=O)Nc2ccccc2C(=O)O)c1	-17	0.2	-1.5	-4
Cc1cc(C)nc(SCC(=O)N/N=C\c2ccccc2OCC(=O)O)n1	2	-0.1	1.0	-5
COCCCNC(=S)N(CCCO)Cc1cc2cc(OC)ccc2[nH]c1=O	0	-0.1	0.4	-2
Cn1c(=O)[nH]c(=O)c2cc(C(=O)c3cc(F)ccc3O)cnc21	-4	0.0	1.9	-2
COc1ccccc1/C=C/C1=NC(=C\c2cccc(F)c2)/C(=O)O1	-5	0.0	2.1	7
CN(Cc1cnn(C)c1)Cc1ccc(C(=O)NCc2cccc(C(F)(F)F)c2)c(=O)[nH]1	-11	0.0	-0.3	-15
COc1ccc(C(=O)N2N=C(c3ccc([N+](=O)[O-])cc3)CC2(O)C(F)(F)F)cc1 (centres undefined)	-5	0.0	-1.4	42
CC(=O)Nc1ccc(Nc2ccnc(Nc3ccccn3)n2)cc1	-50	0.1	2.7	7

Random draw from the library; any-hit rate near 3.4%.
